# Assay outcomes from PubChem BioAssay.
# F508del corr: F508del CFTR correction, initial screen, CFBE line, single point. CFBE cells, YFP halide quenching; stimulated with forskolin plus potentiator P3; % fluorescence drop versus neutral controls. AID 720511, 2013. 0.36% of 350,000 active. activity (quench increase), % at 7.58 µM;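 active = mean added fluorescence quench of at least 8% versus neutral control, with both replicates also reaching 8%; inconclusive = only one of the mean or replicate conditions met; inactive = mean below 8% and not both replicates reaching 8%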;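 note: cells transiently co-express mutant CFTR-F508del with the halide-sensitive YFP; corrector assay measuring rescue of mutant channel to the surface after 24 h compound exposure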
# ERAP1 HTS inh: human ERAP1 aminopeptidase inhibitors, primary screen, biochemical, single point, plate reader | Endoplasmic reticulum aminopeptidase 1 (Homo sapiens), Q9NZ08 | recombinant ERAP1, Leu-AMC fluorescence, 60 min | inhibition, % at 10.7 µM | 0.15% of 340,000 active | AID 652197, 2013;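 active = mean replicate inhibition of at least 30%, or all replicates individually reaching that 30% level; inactive = mean below 30% and not every replicate reaching it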;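 note: 0% = neutral control wells and 100% = L-leucinethiol positive control wells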
# DENV2 CPE rescue: inhibitors of DENV2 cytopathic effect, primary screen, cell-based, plate reader, single concentration | AID 651640, 2012 | DENV2-infected cells, cytopathic effect rescue | 1.7% of 350,000 active | CPE inhibition, % at 9.99 µM; in the data active = CPE inhibition above about 20%, passing the limit was not always enough; inconclusive = no clear call, values can overlap the other calls; tested in BHK-21 cells;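 note: 0% = median of neutral control wells and 100% = median of positive control wells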
# miR-122 sensor: miR-122 Renilla sensor signal increase in Huh7, primary screen, miR-122 inhibitor project, cell-based, single point, plate reader. 0.3% of 340,000 active. activation (reporter increase), % at 12.5 µM. Huh7 miR-122 Renilla luciferase sensor, 48 h; neutral wells = 0, positive control = 100;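 active = mean replicate activation score at least 90 and every replicate individually at or above 90; inconclusive = only one of the two criteria met; inactive = neither criterion met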;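 note: higher luciferase means less miR-122 activity so hits act as miR-122 inhibitors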
# ERp5 block: inhibitors of ERp5-driven insulin aggregation, primary screen, biochemical, turbidity, absorbance 650 nm, single point; AID 651711, 2012; Protein disulfide-isomerase A6 (Homo sapiens), Q15084; 90 min; inhibition, % at 9.99 µM; 0.05% of 350,000 active;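 active = mean replicate inhibition above about 25%, with every replicate also reaching it, limit read from the data, passing the limit was not always enough; inconclusive = only one of those two criteria met; inactive = neither criterion met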
# Target sequence (Q15084 whole entry, looked up): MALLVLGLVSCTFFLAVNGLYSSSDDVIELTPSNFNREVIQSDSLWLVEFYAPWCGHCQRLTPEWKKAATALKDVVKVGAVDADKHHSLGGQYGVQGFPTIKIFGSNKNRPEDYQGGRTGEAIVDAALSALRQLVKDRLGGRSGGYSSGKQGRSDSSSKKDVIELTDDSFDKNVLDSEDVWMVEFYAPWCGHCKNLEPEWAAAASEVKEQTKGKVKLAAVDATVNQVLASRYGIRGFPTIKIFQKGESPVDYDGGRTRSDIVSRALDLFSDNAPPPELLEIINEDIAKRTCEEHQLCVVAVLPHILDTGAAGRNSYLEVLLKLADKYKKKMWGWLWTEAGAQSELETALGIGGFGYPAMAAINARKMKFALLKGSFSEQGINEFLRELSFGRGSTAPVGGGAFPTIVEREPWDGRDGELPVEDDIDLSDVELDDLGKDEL
# SIRT5 inh: SIRT5 desuccinylase inhibitors, primary screen, biochemical, fluorescence imaging, single point, set 5; inhibition, % at 15 µM; 1.1% of 330,000 active; NAD-dependent protein deacylase sirtuin-5, mitochondrial (Homo sapiens), Q9NXA8; Purified SirT5, succinyl-peptide AMC, trypsin-coupled fluorescence; in the data active = inhibition above about 15%; inconclusive = no clear call, values can overlap the other calls
# Target sequence (Q9NXA8 whole entry, looked up): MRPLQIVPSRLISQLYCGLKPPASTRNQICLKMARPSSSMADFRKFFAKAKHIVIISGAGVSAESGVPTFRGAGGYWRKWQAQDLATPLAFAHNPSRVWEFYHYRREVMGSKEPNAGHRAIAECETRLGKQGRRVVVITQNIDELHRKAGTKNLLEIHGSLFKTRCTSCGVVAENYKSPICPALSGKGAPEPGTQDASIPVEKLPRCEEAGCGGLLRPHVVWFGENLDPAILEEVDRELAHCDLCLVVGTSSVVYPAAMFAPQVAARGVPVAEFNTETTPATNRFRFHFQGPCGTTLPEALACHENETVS
# CASP6 VEID inh: human caspase-6 inhibitors, primary screen, biochemical, VEID-R110 fluorescence, single point, set 2; P55212; purified caspase-6, Z-VEID-R110 cleavage fluorescence; inhibition, % at 12.5 µM; 0.53% of 350,000 active; AID 686996, 2013;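 active = mean inhibition across replicates at least about 35%, with every replicate also reaching that limit, limit read from the data; inconclusive = only one of the two criteria met; inactive = neither criterion met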;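 note: 0% = median of neutral control wells and 100% = no fluorescence left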
# Target sequence (P55212 24-179 limits assumed): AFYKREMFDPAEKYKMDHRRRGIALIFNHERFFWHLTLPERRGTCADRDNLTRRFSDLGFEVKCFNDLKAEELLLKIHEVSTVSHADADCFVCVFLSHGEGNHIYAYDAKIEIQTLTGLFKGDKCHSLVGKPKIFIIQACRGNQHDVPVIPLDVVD
# Target sequence (P55212 194-293 limits assumed): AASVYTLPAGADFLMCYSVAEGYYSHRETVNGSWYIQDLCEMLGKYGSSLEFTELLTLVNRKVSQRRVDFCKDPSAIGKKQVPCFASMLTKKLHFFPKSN
# Numbers without * were called inactive; ? = inconclusive; / = not tested or not shown; [ ] = another dose, or the depositor's remark.
SMILES,F508del corr,ERAP1 HTS inh,DENV2 CPE rescue,miR-122 sensor,ERp5 block,SIRT5 inh,CASP6 VEID inh
CC(=O)N1[C@H](CO)[C@@H](c2ccccc2)C12CN(C(=O)Cc1ccccc1)C2,0.1,4.7,8.0,/,-3.7,0.0,-0.9
COc1ccc(NC(=O)N(C)C[C@@H]2OCc3ccccc3-c3c(n(C)c4ccccc34)C(=O)N([C@@H](C)CO)C[C@H]2C)cc1,-1.5,-0.7,-10.3,/,6.0,6.7,-0.6
O=C(Nc1nc2ccccc2[nH]1)c1cc2ccccc2o1,3.2,-3.1,-4.1,3.0,-3.6,-2.7,-5.6
CCOC(=O)N1CCN(c2c(Nc3ccc4c(c3)OCCO4)c(=O)c2=O)CC1,-2.0,4.7,-3.7,-0.5,0.4,5.6,2.9
CCOC(=O)C1CCN(C(=O)Cn2cnc3sc(C)c(S(=O)(=O)N4CCCCC4)c3c2=O)CC1,3.1,-1.6,-10.0,1.0,1.7,-3.9,-0.1
COc1ccc2c3c([nH]c2c1)[C@H](CO)N(C)CC31CCN(S(=O)(=O)c2ccc(C)cc2)CC1,0.7,-0.9,-0.3,/,4.7,-1.5,1.6
Cc1ccc(S(=O)(=O)N(C)C[C@H]2OCCCC[C@H](C)Oc3ccc(NS(=O)(=O)c4ccc(F)cc4)cc3C(=O)N([C@H](C)CO)C[C@@H]2C)cc1,0.3,2.0,-5.2,-8.2[16.7 µM],0.6,20.5*,0.2
Cc1c(C(=O)N2CCOCC2)sc(NC(=O)Cc2ccccc2)c1C#N,0.1,3.6,-2.6,/,6.5,-1.6,-0.9
CCOC(=O)CN1NC2(CCCCCCC2)NC1=S,1.0,10.3,-0.5,/,-1.0,0.3,-0.1
CC(C)NC(=O)CSc1nccc(-c2cccs2)n1,0.0,5.6,-0.6,-3.1,-1.2,-5.1,0.9
C[C@@H]1CN([C@@H](C)CO)C(=O)c2cc(-c3cccnc3)cnc2O[C@H]1CN(C)C(=O)C1CCOCC1,0.3,-1.0,5.8,2.9[16.7 µM],-5.4,0.3,-0.3
COc1ccc2ccccc2c1/C=N/NC(=S)NCCN1CCOCC1,1.0,-2.3,0.4,/,-1.0,8.0,-4.2
O=C(C[C@@H]1C[C@@H]2c3cc(NC(=O)NC4CCCCC4)ccc3O[C@@H]2[C@@H](CO)O1)NCc1cccnc1,-5.4,-0.8,3.4,3.8[16.7 µM],-4.0,2.0,-3.3
COc1ccc(OC)cc1,-2.0,-0.5,0.5,-5.3,-2.3,-0.7,-11.2
COc1cccc(CNS(=O)(=O)c2ccc(-n3cnnn3)c(C)c2)c1,-0.1,1.1,-2.2,/,1.7,-3.4,11.8
COc1ccc(/C=C/C(=O)Nc2cccc(C(C)=O)c2)cc1,0.2,0.2,-7.6,-0.8,-1.6,-0.3,1.9
Cc1ccc(-n2[nH]c(C)c(/C=N/n3c(C)nc4ccccc4c3=O)c2=O)cc1,/,3.7,/,/,2.9,2.0,1.0
C[C@H](CO)N1C[C@H](C)[C@@H](CN(C)Cc2ccncc2)OCCCC[C@H](C)Oc2ccc(NC(=O)CCC(F)(F)F)cc2C1=O,0.3,2.7,16.2,-2.7[16.7 µM],3.0,2.2,-2.0
COc1cccc(CNC(=O)C[C@H]2CC[C@H]3[C@H](COc4ccc(NS(=O)(=O)c5ccccc5F)cc4C(=O)N3C)O2)c1,-2.4,1.2,-0.1,-1.7[16.7 µM],-0.8,20.2*,-0.7
O=C(Nc1ccc(Oc2ccccc2)nc1)C1CCCCN1Cc1ccc(O)cc1 (configuration not stated),-0.1,0.4,-6.2,14.7,-1.3,-0.1,-0.6
COc1ccc(S(=O)(=O)N(C)C[C@H]2Oc3ccc(NS(=O)(=O)c4ccc(C)cc4)cc3CC(=O)N([C@H](C)CO)C[C@@H]2C)cc1,-3.4,/,-5.8,-10.4[16.7 µM],/,/,/
CC(OC(=O)c1ccc(F)cc1)C(=O)Nc1nc(-c2cccc([N+](=O)[O-])c2)cs1 (configuration not stated),-0.2,4.3,5.4,-8.8,1.6,/,-1.6
CN(CC(CC(=O)Nc1nncs1)c1ccccc1)S(=O)(=O)c1ccc(Br)cc1 (configuration not stated),3.5,1.1,-1.5,7.5,1.8,-1.5,0.2
O=[N+]([O-])c1c(Nc2ccc(O)cc2)cc(Cl)c2nonc12,-11.8,42.2*,5.7,/,-1.0,17.3*,14.7
CCOC(=O)N1CCN(C2CCCN(C(=O)c3ccccc3N(C)C)C2)CC1 (configuration not stated),1.2,-4.3,-1.8,/,3.3,2.5,-0.3

# Further entries:
SMILES,F508del corr,ERAP1 HTS inh,DENV2 CPE rescue,miR-122 sensor,ERp5 block,SIRT5 inh,CASP6 VEID inh
O=C(CSCc1ccc(Cl)cc1)NN=C1CCCC1,/,2.0,1.6,/,?,-1.1,1.3
C[C@@H]1CN([C@@H](C)CO)C(=O)c2cccc(NC(=O)Nc3ccc(C(F)(F)F)cc3)c2O[C@@H]1CN(C)S(=O)(=O)c1ccc(Cl)cc1,1.3,-4.6,11.4,-11.4[16.7 µM],5.2,5.7,-0.8
CC(C)CC(N)c1csc(NC(=O)c2cc(C(C)(C)C)nn2Cc2ccccc2)n1 (configuration not stated),6.1,-0.5,?,/,1.7,/,15.5
C[C@@H]1CN([C@H](C)CO)C(=O)c2cc(NC(=O)Nc3ccc(F)cc3)ccc2O[C@@H](C)CCCCO[C@H]1CN(C)Cc1ccccc1,-1.5,2.6,3.3,-18.8[16.7 µM],-2.1,10.8,0.3
Cc1ccsc1CN(C)C(=O)CN1C(=O)NC(c2ccccc2)(c2ccccc2)C1=O,2.4,0.1,1.0,-15.6,2.1,-0.7,-0.7
CCOC(=O)[C@H](CCc1ccccc1)N[C@@H](C)C(=O)N1[C@H](C(=O)O)C[C@@H]2CCC[C@@H]21,12.0*,-1.9,2.9,0.4,0.2,-4.3,3.0
O=C(NCCc1csc(-c2ccccc2)n1)c1cccs1,-2.6,1.5,-0.4,/,0.9,-0.6,0.6
Cn1c(=O)c(=O)n(C)c2cc(S(=O)(=O)CCC(=O)Nc3c(F)c(F)c(F)c(F)c3F)ccc21,-1.1,-0.7,-1.4,3.0,-0.1,-0.4,13.5
CCc1c(O)nc(SCc2ccc(F)cc2)[nH]c1=O,-0.1,-2.4,-3.3,-1.3,0.1,-0.8,-0.2
CCCN1C[C@@H](C)[C@@H](OC)CN(C)C(=O)c2ccc(NS(=O)(=O)c3cn(C)cn3)cc2OC[C@H]1C,-2.0,2.3,0.2,/,-1.9,-4.5,-0.1
c1ccc(Cn2ncc3c(N4CCN(c5ccccc5)CC4)ncnc32)cc1,4.9,-4.2,-6.4,1.0,1.8,-1.4,-4.0
CC/C=C(\NC(C)=O)c1ccccc1,-2.1,3.0,?,-2.5,6.7,/,-0.9
CCN(CC)CCn1c(=S)[nH]c2cc(C(=O)NCc3ccccc3)ccc2c1=O,1.5,-2.4,-2.7,7.2,-1.1,-2.9,0.9
CCOC(=O)c1c(CSc2ccccc2)n(C)c2cc(Br)c(OC)c(O)c12,3.4,-1.8,-4.4,/,6.7,-2.3,-1.0
O=c1cc(CN2CCCCC2)c2c(ccc3ccccc32)o1,1.1,15.1,-4.7,-4.4,1.2,-4.6,-1.4
CCC(C)[C@@H](C(=O)Nc1ccc(OC)c(OC)c1)N1Cc2ccccc2C1=O (some centres not stated),0.6,-1.2,?,-1.7,0.2,/,1.8
COCCn1c(SCC(=O)c2ccccc2)nc2c(c1=O)SCC2,2.3,0.5,-2.0,-3.9,0.8,-2.5,-2.5
CCOC(=O)C(NC(=O)Nc1ccc(Cl)cn1)(Oc1ccccc1)C(F)(F)F (configuration not stated),1.7,-4.9,-5.7,-9.5,-1.9,3.9,8.3
COC(=O)[C@]12C[C@H](CC(=O)NCc3cccc(C(F)(F)F)c3)C(=O)N(Cc3ccccc3)C1=C[C@H](C(C)(C)C)O[C@@H]2C,-2.4,2.9,-4.9,/,-3.3,/,-1.9
COc1ccc2c(C)cc(N3CCN(c4ccc(F)cc4)CC3)nc2c1,0.6,1.9,-2.9,15.3,-1.7,-0.3,-5.7
CC(O)CC(C(=O)NNc1ccccc1)C(=O)NNc1ccccc1 (configuration not stated),0.7,12.3,/,2.3,-6.1,-1.5,0.0
COc1ccc(/C(C)=N/NC(=O)CNC(=O)/C=C\c2ccccc2OC)c(OC)c1,-1.1,-5.0,5.4,-4.0,1.5,9.4,1.2
CSC1=NCCN1C(=O)c1ccc(S(=O)(=O)N2CCCCC2)cc1,-2.3,0.7,-8.8,/,2.4,/,-4.4
C[C@H](CO)N1C[C@H](C)[C@@H](CN(C)S(=O)(=O)c2cn(C)cn2)Oc2c(NC(=O)C3CCOCC3)cccc2C1=O,4.0,-0.6,-0.9,2.9[16.7 µM],-3.3,-6.7,1.2
CSc1ccccc1COC(=O)Nc1ccccc1C,2.6,3.1,0.2,3.0,-2.0,0.2,-1.2

# The final 3 records of the section above lead into the next:
SMILES,F508del corr,ERAP1 HTS inh,DENV2 CPE rescue,miR-122 sensor,ERp5 block,SIRT5 inh,CASP6 VEID inh
CSC1=NCCN1C(=O)c1ccc(S(=O)(=O)N2CCCCC2)cc1,-2.3,0.7,-8.8,/,2.4,/,-4.4
C[C@H](CO)N1C[C@H](C)[C@@H](CN(C)S(=O)(=O)c2cn(C)cn2)Oc2c(NC(=O)C3CCOCC3)cccc2C1=O,4.0,-0.6,-0.9,2.9[16.7 µM],-3.3,-6.7,1.2
CSc1ccccc1COC(=O)Nc1ccccc1C,2.6,3.1,0.2,3.0,-2.0,0.2,-1.2
C[C@@H]1CN([C@@H](C)CO)C(=O)Cc2cc(NC(=O)CCC(F)(F)F)ccc2O[C@H]1CN(C)Cc1ccccc1,-0.5,0.8,5.1,-5.5[16.7 µM],1.6,3.6,-3.9
CC(Nc1ccnc2cc(Cl)ccc12)c1ccc(S(N)(=O)=O)cc1 (configuration not stated),3.3,-1.8,2.2,-0.4,2.9,2.3,-3.5
CCOC(=O)[C@]12CCC=C1N(Cc1ccc3c(c1)OCO3)C(=O)[C@H](CC(=O)N1CCCC1)C2,0.8,/,6.4,/,-1.2,-0.3,0.1
COc1ccccc1CNS(=O)(=O)c1ccc2c(c1)CCCN2C(C)=O,1.6,1.5,-3.8,12.1,-4.2,-2.1,-1.8
CN(C)c1ccc(NC(=O)Nc2ccc3c(c2)nnn3C)cc1,1.5,2.9,7.0,-4.1,-4.6,4.8,1.0
CCOC(=O)C1CCCN(C(=O)C(C)(C)Oc2ccc(Cl)cc2)C1 (configuration not stated),-0.2,1.8,-8.0,/,-5.6,-0.4,-0.6
O=[N+]([O-])c1cccc(COc2ccc(CN3CCOCC3)cc2)c1,-0.6,-0.7,1.5,-1.6,5.0,-4.3,-4.8
O=C(NCC1CCCO1)c1ccc(CNS(=O)(=O)c2ccc(F)c(Cl)c2)cc1 (configuration not stated),0.6,1.9,5.7,/,-1.2,0.2,0.3
CCCNC(=O)[C@H]1[C@H](CO)[C@H]2Cn3c(ccc(-c4cccc(F)c4)c3=O)[C@H]2N1C(=O)CC,0.2,-0.5,-5.5,-4.6[16.7 µM],-4.8,-24.8,0.9
CNC(=S)NCCc1c[nH]c2ccc(OC)cc12,-1.7,-1.4,6.0,/,-5.5,-0.9,-2.0
C[C@@H](O)C#Cc1ccc([C@@H]2[C@H](CO)N3CCCCN(C(=O)c4ccncc4)C[C@@H]23)cc1,1.4,5.2,8.3,0.0[16.7 µM],3.6,-2.0,0.6
